Screening results from PubChem BioAssay.
MKP-3 inhibition: MKP-3 phosphatase inhibitors, primary screen, biochemical, rat enzyme, in vitro (AID 425); Dual specificity protein phosphatase 6 (Rattus norvegicus); recombinant MKP-3 phosphatase activity, fluorescence; higher % means a stronger effect; inhibition, % at 20 µM, or IC50 in µM where a hit was titrated; 110,000 tested, 0.17% active; in the data active = inhibition above about 50%;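 also: plate controls were vehicle for no effect and reference inhibitor for full effect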
Hsp70 inhibitors: Hsp70 inhibitors, probe displacement, primary screen, biochemical, fluorescence polarization (AID 583); Heat shock 70 kDa protein 1A (Homo sapiens); Hsp70 fluorescence polarization probe displacement, mP; higher % means a stronger effect; displacement, % at 20 µM; hits with a dose series show IC50 in µM; 140,000 tested, 0.06% active; in the data active = displacement above about 50%;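 also: plate controls were vehicle for no effect and reference ligand for full effect; a part of the inactive calls stands beside numbers as strong as those of hits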
* hit, by the source's call; . = not tested or not shown; & = joins results of further samples. The list is partial (hit frequency here may not be typical).

MKP-3 inhibition	Hsp70 inhibitors	Structure
7%	8.3%	COc1ccc(C2C(C(=O)Nc3ccccc3)=C(C)Nc3nc(CCCO)nn32)cc1 (stereo not drawn)
.	-0.5%	CCCCCn1nc(C)c(/C=N\NC(=O)c2cc(C)oc2C)c1C
-4%	-1.7%	CCOc1ccc(CCNC(=O)C2CCCN(S(=O)(=O)c3c(C)n[nH]c3C)C2)cc1OCC (stereo not drawn)
-2%	1.2%	O=C(CCCc1cccs1)Nc1nc2c(s1)CCCC2
.	-2.0%	COCCNC(=O)c1ccc2snnc2c1
1%	1.7%	CC1(C)CC(=O)c2nc(NC(=O)CSC(=O)c3ccccc3)sc2C1
6%	6.7%	COc1cccc(C(=O)NCC(=O)N2CCC(C)CC2)c1
4%&3%	28%&5.7%	C/C(=N\O)c1ccc2c3c([nH]c2c1)CCCC3
.	1.4%	COc1ccc(-c2cc(C(=O)OC3CCOC3=O)c3ccccc3n2)cc1 (stereo not drawn)
4%	5.9%	Cc1c(Nc2nc3ccccc3nc2NS(=O)(=O)c2ccccc2)c(=O)n(-c2ccccc2)n1C
.	1.8%	CSCCC(NC(=O)c1ccccc1)C(=O)NC1CC1 (stereo not drawn)
-9%	1.5%	COCCn1nnnc1C(c1cc2cc(C)ccc2[nH]c1=O)N1CCCCCC1 (stereo not drawn)
5%	-2.6%	COc1ccc(C2CC(=O)C3=C(C2)Nc2ccccc2NC3c2cccc3ccccc23)cc1OC (stereo not drawn)
.	-70%	N#C/C(=C/c1ccc(N2CCCCCC2)o1)c1cccc(F)c1
-1%	-4.4%	CC1(C)C=C(/C=C/c2ccccc2)NC(=O)N1
3%	-4.3%	CC[N+](C)(C)c1cccc(O)c1
2%	5.9%	COc1cccc(/C=C(\C#N)c2nc(-c3ccc(Br)cc3)cs2)c1
2%	4.0%	CC1(C)CC(=O)C2=C(C1)Nc1sc(C#N)c(N)c1C2c1ccccc1 (stereo not drawn)
.	-7.8%	Cc1ccc(Nc2nc(Nc3ccc(C)cc3)nc(SC3=NCCS3)n2)cc1
-12%	3.3%	COc1ccc(OCC(=O)Nc2cccc3cccnc23)cc1
1%	5.3%&-7.7%	CC(=O)C1=C(C)NC(C)=C(C(C)=O)C1c1cn(-c2ccccc2)nc1-c1cccs1
-10%	-1.1%	COc1ccc(C(c2nnnn2C2CCCCC2)N2CCN(c3ccccc3F)CC2)cc1 (stereo not drawn)
1%	-0.5%	CCCCC(=O)NC(Nc1ccc(C)cn1)(C(=O)OCC)C(F)(F)F (stereo not drawn)
0%	-2.5%	O=c1/c(=C/c2ccc(Oc3ccc(C(F)(F)F)cc3[N+](=O)[O-])c(Cl)c2)sc2nc3ccccc3n12
2%	.	CCOC(=O)c1ccc(-n2c(C)cc(/C=C3\SC(=O)NC3=O)c2C)cc1
-10%	32%	CC(=O)Nc1ccc(S(=O)(=O)Nc2nc3ccccc3nc2Sc2nncn2C)cc1
2%	-8.1%	NC(=O)c1c(NC(=O)c2ccc([N+](=O)[O-])s2)sc2c1CCCC2
-6%	4.6%	O=C(Cn1nnc(-c2ccccc2F)n1)Nc1ccc(C(=O)N2CCOCC2)cc1
-6%	-2.0%	CN(C)S(=O)(=O)c1cccc(-c2nnc(SCc3cc(Cl)cc4c3OCOC4)n2N)c1
0%	-3.3%	O=C1/C(=C\c2ccccc2)SC(=S)N1NS(=O)(=O)c1ccccc1
-3%	11%	CCCN(CCC)CCCNC(=O)CS(=O)Cc1nc(-c2ccc(OC)c(OC)c2)oc1C (stereo not drawn)
-1%	4.4%	Cc1ccc(N(CCCCN2C(=O)c3ccccc3C2=O)C(=O)c2ccc(Cl)s2)cc1
.	-0.8%	CCOC(=O)c1cn2nc(-c3ccc(OCC)cc3)cc2nc1C1CCN(C(=O)OC(C)(C)C)CC1
.	9.1%	O=C(O)CCCCCCNS(=O)(=O)c1ccccc1
4%	5.6%	CS(=O)(=O)N(CC(=O)Nc1cccc(C(F)(F)F)c1)c1ccc(Br)cc1
0%&6%	5.4%	O=c1c(O)c(-c2ccc3c(c2)OCO3)oc2ccccc12
-6%&-1%	1.3%&-1.8%	O=C(NC1=NCCS1)C1CC2CCC1C2 (stereo not drawn)
1%	1.5%	COc1cccc(NC(=O)c2ccc(C(=O)Nc3cccc(OC)c3)nc2)c1
1%	-5.6%	CCCOc1ccc(/C(O)=C2\C(=O)C(=O)N(CCCN(C)C)C23C(=O)N(C)c2ccccc23)cc1 (stereo not drawn)
-6%	-0.5%	O=C(CCN1C(=O)C2CC=CCC2C1=O)N1CCN(c2ccccn2)CC1 (stereo not drawn)
0%	-2.7%	CC1=CC(C)(C)Nc2ccc(OC(=O)C(Cc3ccccc3)N3C(=O)c4ccccc4C3=O)cc21 (stereo not drawn)
-2%	-0.2%	Cc1ccc(NCCC(=O)c2ccc(C)o2)cc1
1%	.	Nc1ccc(C(=O)NCCNCCNC(=O)c2ccc(N)cc2)cc1
3%	2.3%	COc1cc(C2CC(C(F)(F)F)n3ncc(C(=O)N4CCN(Cc5ccccc5)CC4)c3N2)cc(OC)c1OC (stereo not drawn)
1%	0.1%	CCN(CC)c1ccc(C2C(C(=O)OC)=C(C)NC(C)=C2C(=O)OC)cc1
4%	2.8%	COCCOC(=O)c1ccc(NC(=O)COc2ccc(Cl)cc2C)cc1
-3%	-1.3%	CCOC(=O)c1cccc(NC(=O)CNS(=O)(=O)c2cccs2)c1
-7%	-2.1%	Cc1cc(NC(=O)CN2CCC(O)(c3cccc(F)c3)CC2)no1
-6%	-1.1%	COc1ccc(-c2nnc(CSc3nnc(-c4ccncc4)n3C3CCCCC3)o2)cc1OC
-7%	-4.2%	CCCOC(=O)CCNc1n[nH]c(=O)[nH]c1=O
5%	4.7%	CCC(C)NC(=O)CSc1nnc(-c2ccc(C(C)(C)C)cc2)n1C (stereo not drawn)
-7%	2.1%	Cn1c(=O)oc2cc(S(=O)(=O)NCCC(=O)N3CCc4ccccc43)ccc21
2%	-0.9%	Cc1cc(OCC(=O)Nc2ccccc2Cl)cc(C)c1Cl
.	1.3%	COc1ccc(C)cc1NC(=O)C1CCCN1C(=O)OCc1ccccc1 (stereo not drawn)
-12%&-3%	-4.6%&-5.3%	CCOC(=O)C1=C(C)S/C(=C\N(C)C)C1=O
.	3.7%	Cc1ccc(S(=O)(=O)NC2=C(N3CCN(Cc4ccccc4)CC3)C(=O)c3ccccc3C2=O)cc1

Following part.
MKP-3 inhibition	Hsp70 inhibitors	Structure
-3%	3.1%	COc1ccc(Cl)cc1C(=O)Nc1cccc(-c2nc3cc(C)c(C)cc3o2)c1
-1%	2.8%	CCN(CC)c1ccc(NC(=O)c2cc(Br)ccc2Cl)cc1
2%	-2.5%	CC(C)(C)C(=O)CC(=O)c1ccc(Br)cc1
.	6.2%	CCOC(=O)CCCCC(=O)c1[nH]c(=O)[nH]c1CSCCO
1%	-0.1%&0.7%	CCN(CC)C(=O)Cn1nc(C)c2ccccc2c1=O
.	4.7%	Clc1ccc2nc(C3CCN(Cc4nnnn4C4CCCCC4)CC3)[nH]c2c1
.	-3.0%	Cc1cc(=O)oc2cc(OCC3CC(c4ccccc4Cl)=NO3)ccc12 (stereo not drawn)
-4%&3%	3.0%&2.2%	CC(C)(NO)/C(=N/O)c1ccc(Br)cc1
-12%	-5.0%	O=C(NCCCN1CCOCC1)c1cc2ccccc2oc1=O
0%	-0.9%	COc1cc2c(cc1OC)C(c1ccccc1)N(C(=O)c1ccco1)CC2 (stereo not drawn)
-7%	0.2%	O=C(NC1CCCCCC1)C1C2C=CC3(CN(Cc4cccnc4)C(=O)C13)O2 (stereo not drawn)
-2%	1.4%	Cc1ccc(-c2nc3ccccc3s2)cc1NC(=O)COc1ccccc1[N+](=O)[O-]
.	-0.1%	COc1ccc(NC(=O)c2ccccc2SC)cc1OC
0%	-1.3%	CC1(C)Cc2ccccc2-c2nnc(-c3ccccc3Cl)n21
.	-5.8%	CC(Nc1nc(N2CCCCC2)nc2ccccc12)c1ccccc1 (stereo not drawn)
.	-0.8%	COCCCNC(=O)c1nc2c(nnn2Cc2cc(C)ccc2C)c(=O)[nH]1

A second format for 4 compounds above.
Screens in order – MKP-3 inhibition, Hsp70 inhibitors
COc1ccc(NC(=O)c2ccccc2SC)cc1OC
→ ., -0.1%
CC1(C)Cc2ccccc2-c2nnc(-c3ccccc3Cl)n21
→ 0%, -1.3%
CC(Nc1nc(N2CCCCC2)nc2ccccc12)c1ccccc1 (stereo not drawn)
→ ., -5.8%
COCCCNC(=O)c1nc2c(nnn2Cc2cc(C)ccc2C)c(=O)[nH]1
→ ., -0.8%

The list continues.
MKP-3 inhibition	Hsp70 inhibitors	Structure
8%	-11%	CCCCOc1ccccc1C1NC(=O)NC(C)=C1C(=O)OCc1ccco1 (stereo not drawn)
-2%	3.0%	CN1C(=O)C(O)(CC(=O)c2ccc3c(c2)OCO3)c2ccccc21 (stereo not drawn)
2%	1.7%	Cc1cc(C)cc(NC(=O)C(Cc2c[nH]c3ccccc23)NC(=O)Oc2ccccc2)c1 (stereo not drawn)
.	-2.7%	O=C(Nc1ccc(Cl)c(Cl)c1)OCc1cncs1
3%	.	O=C(O)c1ccc(NC(=O)c2cc(NC(=O)c3ccc(C(=O)O)cc3)cc(C(=O)Nc3ccc([N+](=O)[O-])cc3)c2)cc1
0%	-0.2%	CCn1c(=N)n(CC(=O)c2cc(C(C)(C)C)c(O)c(C(C)(C)C)c2)c2ccccc21
-5%	1.5%	CN(C)c1[nH]c(=O)c(C#N)c2c1CCN2Cc1ccccc1
3%	5.6%	Cc1ccc(-c2nc3cc(Cl)ccc3o2)cc1NC(=O)c1cccc(Cl)c1Cl
6%	-6.8%	Nc1nc2ccccc2n1CCOc1ccc2ccccc2c1
.	2.5%	O=C(c1cccc2ccccc12)n1nnc2ccccc21
-1%	3.9%	CC1Cc2ccccc2N1C(=O)c1ccc2c(c1)nnn2C (stereo not drawn)
-6%	2.9%	Cc1cc(C(=O)NCc2ccccc2F)cs1
5%	2.7%	Cc1sc(NC(=O)c2cccs2)nc1-c1ccccc1
10%	-4.1%	COc1ccc(-c2cc(C(=O)NCc3ccccc3)no2)cc1OC
1%	1.2%	COc1cc(OC)c(NC(=O)c2ccco2)cc1Cl
-7%	-1.3%	COc1ccc(Cl)c(NC(=O)Cn2nnc(-c3ccccc3N)n2)c1
-5%	-2.4%	CCN1CCN(C(=O)c2cn(CCOC)c(=O)c3c2c2ccccc2n3C)CC1
7%	-1.7%	CCCCCOc1ccc(C(=O)N(Cc2ccco2)C2CCS(=O)(=O)C2)cc1 (stereo not drawn)
.	-0.6%	Cc1cc(C)cc(OC(=O)CS(=O)c2ccc(C(F)(F)F)cc2[N+](=O)[O-])c1 (stereo not drawn)
2%	-2.4%	COc1cc(/C=C2\SC(=S)N(Cc3ccccc3)C2=O)ccc1OC(=O)c1ccc(Cl)cc1
-5%	5.7%	COc1ccc(C2CC(c3ccccc3)Nc3ncnn32)cc1 (stereo not drawn)
-14%	-1.4%	Cc1ccc(-c2nc(-c3cccnc3)no2)c(C)c1
-7%	-2.3%	Cc1cc(=O)oc2ccc(OCC(=O)N3CCc4ccccc43)cc12
-9%&0%	0.1%&1.7%	O=C(c1ccc(Cl)c(Cl)c1)N1CCOCC1
-1%	-2.4%	O=C(NCc1ccccn1)C(=O)Nc1ccc(Br)cc1
4%	6.1%	Cc1ccc(C)c(Cn2c(=O)n(CCC(=O)NCc3ccco3)c(=O)c3ccccc32)c1
6%	6.3%	Cc1ccc(-n2nc(-c3cccnc3)cc2C(=O)N2CCOCC2)c(C)c1
0%	3.3%	CN(C)c1ccc(NC(=O)C(=O)NCCOc2ccccc2)cc1
-10%	-2.0%	CCCn1nnnc1SCC(=O)Nc1ccc(F)cc1
.	3.3%	CCOC(=O)c1ccccc1NC(=O)CSc1nc(N)cc(N)n1
1%	3.0%	C=CCc1cccc(/C=N/NC(=O)c2cccc(N3CCCC3=O)c2)c1O
2%	0.4%	CC(C)(C)NS(=O)(=O)c1ccc(CCC(=O)O)cc1

3 consecutive records out of the list so far, for reference:
MKP-3 inhibition	Hsp70 inhibitors	Structure
-1%	-2.4%	O=C(NCc1ccccn1)C(=O)Nc1ccc(Br)cc1
4%	6.1%	Cc1ccc(C)c(Cn2c(=O)n(CCC(=O)NCc3ccco3)c(=O)c3ccccc32)c1
6%	6.3%	Cc1ccc(-n2nc(-c3cccnc3)cc2C(=O)N2CCOCC2)c(C)c1

Back to the main list, repeating the six entries before the break.
MKP-3 inhibition	Hsp70 inhibitors	Structure
6%	6.3%	Cc1ccc(-n2nc(-c3cccnc3)cc2C(=O)N2CCOCC2)c(C)c1
0%	3.3%	CN(C)c1ccc(NC(=O)C(=O)NCCOc2ccccc2)cc1
-10%	-2.0%	CCCn1nnnc1SCC(=O)Nc1ccc(F)cc1
.	3.3%	CCOC(=O)c1ccccc1NC(=O)CSc1nc(N)cc(N)n1
1%	3.0%	C=CCc1cccc(/C=N/NC(=O)c2cccc(N3CCCC3=O)c2)c1O
2%	0.4%	CC(C)(C)NS(=O)(=O)c1ccc(CCC(=O)O)cc1
.	7.6%	Cc1c(Cl)cccc1-n1c(SCC(=O)NCc2cccs2)nnc1-c1ccncc1
-3%	2.7%	Cc1oc(C(=O)O)cc1CSCc1cc(C(=O)O)c(C)o1
2%	2.4%	CN(C)c1nc(N2CCOCC2)nc(N(c2ccccc2)c2ccccc2)n1
3%	-4.6%	C=CCN(c1ccccc1C(=O)O)S(=O)(=O)/C=C/c1ccccc1
1%	2.7%	CC(=O)Nc1nc2c(s1)C(=O)CCC2
-10%	4.6%	Cc1noc(C)c1CSCC(=O)OCC(=O)NC1CCCCC1
